CHRM4 PAM: human M4 muscarinic receptor positive allosteric modulators, primary screen, CHO-K1 cells, Fluo-8 calcium fluorescence; Muscarinic acetylcholine receptor M4 (Homo sapiens), P08173; CHO-K1 hM4/Gqi5, ACh EC20; 0% = ACh EC20, 100% = maximal ACh; activation, % at 3 µM; 0.4% of 360,000 active;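 active = activation above its plate's cutoff, the mean activation of sample wells plus 3 SD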; also: some results filed as inactive read as strong as hits
Target sequence (P08173 whole entry, looked up): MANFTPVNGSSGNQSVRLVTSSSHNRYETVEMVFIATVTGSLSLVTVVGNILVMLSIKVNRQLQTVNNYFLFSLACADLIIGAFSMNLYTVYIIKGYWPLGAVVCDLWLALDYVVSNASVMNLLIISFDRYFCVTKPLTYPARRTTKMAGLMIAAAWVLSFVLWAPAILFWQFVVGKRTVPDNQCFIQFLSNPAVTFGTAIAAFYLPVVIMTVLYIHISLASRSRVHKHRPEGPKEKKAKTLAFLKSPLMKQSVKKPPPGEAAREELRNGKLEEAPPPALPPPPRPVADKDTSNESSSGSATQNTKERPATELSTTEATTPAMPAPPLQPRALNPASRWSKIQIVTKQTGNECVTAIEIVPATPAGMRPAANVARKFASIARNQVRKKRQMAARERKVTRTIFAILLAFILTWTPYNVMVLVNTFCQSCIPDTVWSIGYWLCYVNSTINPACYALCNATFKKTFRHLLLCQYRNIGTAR
IDE inh: human IDE inhibitors in live cells, primary screen, fluorescence polarization, HEK cells, FAbetaB substrate; Insulin-degrading enzyme (Homo sapiens), P14735; FAbetaB cleavage; inhibition, % at 5.59 µM; 0.41% of 320,000 active; AID 434962, 2010;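 active = percent inhibition above the average of all tested compounds plus 3 SD, set per screening campaign, cut at about 16% in these data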;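 also: IDE supplied by intact live HEK cells; FP after avidin binding of uncleaved biotin substrate so inhibition keeps polarization high; 0% = DMSO wells and 100% = 60 µM reference IDE inhibitor Ii1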
M5 antag: human M5 muscarinic receptor antagonists, primary screen, CHO cells, Fluo-8 calcium fluorescence. Muscarinic acetylcholine receptor M5 (Homo sapiens), P08912. CHO-hM5 cells, ACh EC80. inhibition, % at 3 µM. 0.59% of 360,000 active;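 active = inhibition above a per-plate cutoff, the mean of that plate's test compounds plus 3 SD, cut at about 27% in these data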;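 also: 0% = acetylcholine EC80 with DMSO and 100% = DMSO without agonist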
Target sequence (P08912 whole entry, looked up): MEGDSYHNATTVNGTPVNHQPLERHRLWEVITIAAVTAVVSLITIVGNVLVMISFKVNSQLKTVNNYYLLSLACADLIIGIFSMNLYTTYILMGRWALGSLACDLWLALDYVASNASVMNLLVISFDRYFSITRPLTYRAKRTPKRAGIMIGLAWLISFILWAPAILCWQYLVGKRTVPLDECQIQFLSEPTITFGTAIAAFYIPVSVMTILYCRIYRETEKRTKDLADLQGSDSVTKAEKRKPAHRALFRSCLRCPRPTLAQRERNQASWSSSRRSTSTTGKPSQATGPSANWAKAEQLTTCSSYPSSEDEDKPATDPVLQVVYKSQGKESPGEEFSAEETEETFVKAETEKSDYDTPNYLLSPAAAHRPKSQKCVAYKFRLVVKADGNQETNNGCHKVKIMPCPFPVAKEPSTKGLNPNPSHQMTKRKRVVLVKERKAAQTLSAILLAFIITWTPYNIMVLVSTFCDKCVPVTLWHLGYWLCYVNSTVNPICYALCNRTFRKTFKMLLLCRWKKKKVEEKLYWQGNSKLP
CRFBP-R2 agonist: agonists of CRF-BP/CRF-R2 complex, primary screen, cell-based, HEK293, calcium dye fluorescence, uHTS; CRF-binding protein / CRF receptor 2 complex (human); calcium dye fluorescence (FLIPR); percent of saturating CRF peptide response; activation, % at 13.2 µM; 0.46% of 350,000 active; AID 588473, 2011;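 active = activation of at least 50%, plus an integration ratio under a set limit after plate pattern correction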;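 also: plate controls were neutral control wells without compound for no effect and CRF at EC100 for full effect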
M4 antag: human M4 muscarinic receptor antagonists, primary screen, CHO cells, Fluo-8 calcium fluorescence; CHO-hM4 cells, ACh EC80; inhibition, % at 3 µM; 0.73% of 360,000 active; AID 624125, 2012;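 active = inhibition above its plate's cutoff, the mean inhibition of sample wells plus 3 SD, cut at about 27% in these data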;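 also: 0% = acetylcholine EC80 with DMSO and 100% = DMSO without agonist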
CHRM5 PAM: human M5 muscarinic receptor positive allosteric modulators, primary screen, CHO-K1 cells, Fluo-8 calcium fluorescence. CHO-K1 hM5, ACh EC20 PAM; 0% = ACh EC20, 100% = ACh EC100. 0.3% of 360,000 active. AID 624038, 2012. activation, % at 3 µM. Muscarinic acetylcholine receptor M5 (Homo sapiens), P08912;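 active = activation above the run cutoff, the mean activation of all test compounds plus 3 SD, cut at about 18% in these data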
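system = human M5 receptor in CHO-K1 cells | reagent = EC20 acetylcholine as agonist stimulus | compound dosing = single-point, 3 µM nominal | incubation = Fluo-8 loading 80 min at 37 °C plus 30 min room temperature | detection = Fluo-8 calcium dye fluorescence, kinetic read | benchmarks = low control EC20 acetylcholine (0%), high control EC100 acetylcholine (100%)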
M5 ag: human M5 muscarinic receptor agonists, primary screen, CHO-K1 cells, Fluo-8 calcium fluorescence; Muscarinic acetylcholine receptor M5 (Homo sapiens), P08912; CHO-K1 hM5 cells; 0% DMSO wells, 100% maximal acetylcholine response; activation, % at 3 µM; 0.19% of 360,000 active; AID 624037, 2012;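 active = activation above the run's mean over test compounds plus 3 SD, cut at about 23% in these data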;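 also: signal is peak over basal fluorescence ratio across the kinetic read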
CRFBP-R2 block: antagonists of CRF-BP/CRF-R2 complex, primary screen, cell-based, HEK293, calcium dye fluorescence, uHTS. CRF-induced calcium fluorescence. inhibition, % at 11.8 µM. 0.59% of 350,000 active. AID 588475, 2011;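 active = inhibition of the ligand-induced calcium signal above about 50% at the single tested concentration, limit read from the data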
CHRM4 agonist: human M4 muscarinic receptor agonists, primary screen, CHO-K1 cells, Fluo-8 calcium fluorescence; Muscarinic acetylcholine receptor M4 (Homo sapiens), P08173; CHO-K1 hM4/Gqi5; vehicle 0%, full acetylcholine response 100%; activation, % at 3 µM; 0.14% of 360,000 active; AID 624127, 2012;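 active = activation above the run mean over all test wells plus 3 SD, cut at about 32% in these data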;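 also: peak over basal fluorescence ratio per well then scaled between controls; 0% = DMSO wells and 100% = acetylcholine at EC100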
* marks the source's active call; other numbers are inactive results; · = no result given.

CHRM4 PAM,IDE inh,M5 antag,CRFBP-R2 agonist,M4 antag,CHRM5 PAM,M5 ag,CRFBP-R2 block,CHRM4 agonist,molecule
8,-2,9,-0.2,3,-2,-3,2,1,C=CCn1c(SCC(=O)Nc2ccccc2C)nc(O)cc1=O
5,5,1,2.4,-16,0,4,-11,1,Cc1ncc([N+](=O)[O-])n1S(=O)(=O)c1cc(Br)ccc1Br
5,1,-3,-0.6,3,2,1,-2,1,Cc1ccc(C2C(C#N)=C(N)N(c3ncn[nH]3)C3=C2C(=O)CC(C)(C)C3)cc1 (stereo unspecified)
0,12,-6,66*,-3,0,2,-134,1,Cc1ccc(O)c(C(=O)c2cc(C#N)c3nc4ccccc4n3c2)c1
11,·,-11,-1.2,-8,-5,-9,17,-1,CCCCN(c1ccccc1)S(=O)(=O)c1cccc(C(=O)Nc2c(C)n(C)n(-c3ccccc3)c2=O)c1
-3,0,-13,0.3,12,16,8,-6,2,O=C(Nc1nccs1)c1cc([N+](=O)[O-])ccc1Cl
-6,5,9,1.2,4,2,11,-22,1,Clc1ccc(/C=N/N2CCCCC2)cc1
-2,11,-2,-1.2,3,1,2,-6,4,Cc1ccc(NC2CCCN(C(=O)c3cn4cc(Cl)ccc4n3)C2)cc1C (stereo unspecified)
-10,2,3,0.5,6,0,-11,-3,-1,Cc1cccc(NC(=O)C2C(c3ccccc3)C2(Cl)Cl)c1 (stereo unspecified)
7,·,-2,-1.4,18,0,-1,-4,0,COc1ccc(C2CC(=O)c3cnc(N)nc3C2)c(OC)c1 (stereo unspecified)
-8,3,-5,-0.9,-12,0,1,-3,7,Clc1ccc(C2=NN=C3COc4ccccc4N3C2)cc1
10,9,-6,-0.5,-18,1,-2,-9,1,Cc1nnc(NC(=O)CSc2ncnc3c2cnn3-c2ccccc2C)s1
10,0,6,-2.6,1,9,1,6,0,O=C(CSc1nc(-c2ccccc2)cc(=O)[nH]1)NCc1ccc2c(c1)OCO2
-2,2,-3,-1.7,5,-3,1,1,2,Nc1ccc(-c2nc(-c3ccccc3)nc3ccccc23)cc1
12,2,6,-1.1,-6,-15,4,2,8,O=C(NCC1CC1)c1cc(-c2ccccc2)nn1CC1CC(c2cccnc2)=NO1 (stereo unspecified)
-6,3,-3,1.6,-1,4,-1,-13,1,O=S(=O)(NCCc1csc(-c2ccccc2)n1)c1cccnc1
5,·,2,-1.2,8,-1,5,0,6,Cc1ccsc1C(=O)N(C)CC(=O)Nc1ccccc1Br
-4,3,-6,-2.5,-4,7,-6,-2,2,CC1(C)CC(=O)C2=C(C1)NC(=S)C(C#N)C21CCCCC1 (stereo unspecified)
-18,3,12,0.8,24,-12,-1,13,11,COc1ccc(NS(=O)(=O)c2ccc(NC(=S)NC(=O)/C=C/c3ccccc3)cc2)nn1
0,9,-5,0.3,12,4,-1,-20,-1,CC12CC(c3ccccc3O1)N(C(=O)c1ccco1)C(=S)N2c1ccccc1 (stereo unspecified)
-4,-7,2,6.2,5,4,-2,-3,1,CCn1c2ccccc2c2cc(N)ccc21
11,1,13,0.1,2,-12,5,0,6,O=C1CCN(Cc2ccccc2)C=C1c1ccc(Cl)cc1
-3,1,15,1.2,-1,0,-9,0,-1,CCOC(=O)c1nnn(-c2nonc2-n2cccc2)c1-c1cccc([N+](=O)[O-])c1
-10,·,-6,·,8,-4,4,·,15,OC(c1cc(Cl)cc(Cl)c1)c1ncc(-c2ccccc2C(F)(F)F)[nH]1 (stereo unspecified)
0,7,0,0.3,5,-3,-3,10,1,Cn1ccnc1SCC(=O)Nc1ccc(SC(F)F)cc1
20*,0,0,-1.4,-13,1,1,4,2,CCC(C)c1ccccc1NC(=O)COc1ccc(-n2cnnn2)cc1 (stereo unspecified)
10,1,-3,1.1,-13,0,-6,-8,1,Cc1ccn2c(C(=O)CSc3ccccc3Cl)c(C)nc2c1
-21,7,11,-0.2,7,-4,-9,-6,0,CCOc1cccc(CN2CCC(Oc3ccc(C(=O)N4CCCC4)cc3)CC2)c1
0,-2,-2,1.6,-6,4,-3,-21,1,CCN(CC)C(=O)Cn1ccc(NC(C)=O)nc1=O
0,·,-2,·,-12,2,1,·,3,Cc1ccc(C(O)c2ncc(-c3ccc(Cl)cc3)[nH]2)c(C)c1 (stereo unspecified)
-21,·,10,-0.2,4,-15,6,15,11,CCOc1ncnc2c1sc1nc3c(cc12)COC(C)(C)C3
1,5,-9,-2.1,-10,9,-4,-12,-2,Cc1cc(C)cc(NC(=S)Nc2ccccn2)c1
-19,4,-9,-2.0,13,4,-15,-4,1,Clc1ccc(-c2c[n+]3c(n2-c2ccccc2)SCC3)cc1
-12,·,27,·,13,-21,2,·,25,CC(C)(C)S(=O)N1Cc2cc(C(=O)NCC(F)(F)F)nc(-c3cccc(-c4cccc(F)c4)c3)c2[C@@H]1CCO (stereo partly specified)
29,4,5,3.1,-7,4,5,-6,0,CC(/C=C1\N=C(SCc2ccccc2)SC1=O)=C\c1ccccc1
-5,1,4,0.5,3,-9,-7,-4,2,O=C(CN1CCCc2ccccc21)Nc1cc(S(=O)(=O)N2CCCC2)ccc1Cl
0,4,-15,1.3,-1,4,-3,6,1,CS(=O)(=O)N1CCN(C(=O)Nc2ccccc2)CC1
-2,-1,10,-0.8,1,-7,0,3,7,Cc1cccc(-n2c(SC(C)C(=O)O)nc3sc4c(c3c2=O)CCCC4)c1 (stereo unspecified)
4,3,-2,0.0,13,-1,5,6,0,O=C(CSc1n[nH]c(-c2ccco2)n1)Nc1sc2c(c1C(=O)Nc1ccccc1)CCCC2
10,0,10,-1.1,-2,-1,-3,-4,1,CCCC(=O)Nc1ccc(C(=O)n2ccc(C)n2)cc1
13,2,13,2.0,-8,-11,-6,9,3,O=C(/C=C\Nc1ccc(Cl)cn1)c1ccc(Br)cc1
7,-7,4,-2.2,-25,-14,-2,-8,3,COc1ccccc1N1CC(C(=O)Nc2ccccc2N2CCCC2)CC1=O (stereo unspecified)
-6,2,3,0.1,4,-4,-7,-28,0,COC(=O)c1c(/N=C/NOCc2ccc(Cl)cc2)sc2c1CCN(c1ncc(C(F)(F)F)cc1Cl)C2
8,6,-2,-0.3,-13,2,-2,-2,1,COc1ccc(-c2nnc(SCc3nnc(-c4ccccc4)o3)n2C)cc1OC
5,2,0,-1.3,-3,-4,3,-2,5,CCNS(=O)(=O)c1ccc(NC(=O)Cc2ccc(F)cc2)cc1
1,2,-3,-0.4,0,-4,2,1,0,CCCCNC(=O)Nc1ccccc1C(=O)NCCC
-7,0,3,1.0,14,2,2,-64,1,CCCCCCCCc1nnc(NC(=O)c2ccco2)s1
-7,1,-3,-0.6,7,0,-6,15,1,CCOC(=O)CCNC(=O)N1CCCC(CNS(=O)(=O)c2cccs2)C1 (stereo unspecified)
-5,-1,4,0.0,11,-1,-1,-16,0,CCN(CC)C(=O)CSc1nc2cc(OC)c(OC)cc2c(=O)n1Cc1ccc(Cl)cc1
-6,-2,10,9.2,6,-7,2,0,0,Oc1c(Cl)cc(Cl)cc1C=Nc1ccc2c(c1)OCCO2

The list continues.
CHRM4 PAM,IDE inh,M5 antag,CRFBP-R2 agonist,M4 antag,CHRM5 PAM,M5 ag,CRFBP-R2 block,CHRM4 agonist,molecule
-2,7,14,1.8,-11,-5,-6,-14,0,O=S(=O)(NC1CCCCC1)c1ccc(Br)cc1
21,2,-3,-14,-5,3,-4,-15,1,Fc1cccc(Cl)c1CSc1ccc2nnc(-c3ccccn3)n2n1
8,3,-11,-0.8,1,5,-1,-2,2,Cc1ccc(C)c(N2CCN(C(=O)Cn3ncc4c([nH]c5ccc(C)cc54)c3=O)CC2)c1
13,0,-9,-1.6,-1,8,-6,18,0,CCn1ncc(Br)c1C(=O)NC(C)c1ccccc1 (stereo unspecified)
7,0,3,-2.0,-15,-8,6,-10,4,CC(OC(=O)CC1CCCCC1)C(=O)Nc1ccc(S(N)(=O)=O)cc1 (stereo unspecified)
-4,6,-2,-0.3,-1,2,3,-1,0,Nc1nnc(SCC(=O)c2ccco2)s1
4,5,-10,0.3,5,10,1,17,-1,COc1ccccc1/C=N/Nc1nccnc1Cl
-5,4,0,-0.9,1,6,-11,6,1,O=c1c2ccccc2nnn1Cc1ccc(F)cc1
2,5,-3,-1.9,15,-2,-2,14,0,Cc1cc(OCn2ccc(C(=O)O)n2)ccc1Cl
-7,1,-2,0.1,-1,7,-2,6,0,Cc1cc(C)n(S(=O)(=O)c2ccc3oc(=O)ccc3c2)n1
9,·,2,·,0,1,0,·,1,CC(=O)Nc1ccc(C(=O)N2CCOCC2c2cc(C(=O)NCc3ccccc3)no2)cc1 (stereo unspecified)
-18,0,8,2.8,-5,1,0,-31,0,COC(=O)c1ccc(NC(=O)CC(=O)Nc2ccc(C(=O)OC)cc2)cc1
15,8,3,-0.1,0,7,3,-1,1,NS(=O)(=O)c1ccc(NC(=O)c2ccc(S(=O)(=O)N3CCCCCC3)cc2)cc1
-5,1,0,1.1,17,0,0,8,1,CCC(=O)c1ccc(OCC(O)CNC2CCCC2)cc1 (stereo unspecified)
-15,-8,9,0.3,13,-9,4,-3,13,COc1cccc(NC=C2C(=O)OC(C)(C)OC2=O)c1
-2,·,1,·,-10,0,1,·,1,CC1C(=O)N(Cc2cn(Cc3ccco3)nn2)CCS(=O)(=O)N1Cc1ccc(-c2ccccc2Cl)cc1 (stereo unspecified)
-1,·,8,·,-11,-9,-2,·,4,COC(=O)[C@@]12C[C@@H](CC(=O)NCc3cccc(C(F)(F)F)c3)C(=O)N(Cc3ccccc3)C1=CCC(C)(C)C2

Rewritten with values under each structure: entries from further up.
Value order – CHRM4 PAM, IDE inh, M5 antag, CRFBP-R2 agonist, M4 antag, CHRM5 PAM, M5 ag, CRFBP-R2 block, CHRM4 agonist
- Cc1cc(OCn2ccc(C(=O)O)n2)ccc1Cl
 : 2, 5, -3, -1.9, 15, -2, -2, 14, 0
- Cc1cc(C)n(S(=O)(=O)c2ccc3oc(=O)ccc3c2)n1
 : -7, 1, -2, 0.1, -1, 7, -2, 6, 0
- CC(=O)Nc1ccc(C(=O)N2CCOCC2c2cc(C(=O)NCc3ccccc3)no2)cc1 (stereo unspecified)
 : 9, ·, 2, ·, 0, 1, 0, ·, 1
- COC(=O)c1ccc(NC(=O)CC(=O)Nc2ccc(C(=O)OC)cc2)cc1
 : -18, 0, 8, 2.8, -5, 1, 0, -31, 0
- NS(=O)(=O)c1ccc(NC(=O)c2ccc(S(=O)(=O)N3CCCCCC3)cc2)cc1
 : 15, 8, 3, -0.1, 0, 7, 3, -1, 1
- CCC(=O)c1ccc(OCC(O)CNC2CCCC2)cc1 (stereo unspecified)
 : -5, 1, 0, 1.1, 17, 0, 0, 8, 1
- COc1cccc(NC=C2C(=O)OC(C)(C)OC2=O)c1
 : -15, -8, 9, 0.3, 13, -9, 4, -3, 13
